Screens: PubChem BioAssay, several laboratories
SARS 3CLpro inh – SARS-CoV 3CLpro protease inhibition | P0C6X7 | recombinant SARS-CoV 3CLpro, quenched FRET peptide cleavage | inhibition, % at 6 µM | 0.14% of 290,000 active | AID 1706; in the data active means inhibition above about 12%
GDH-TPI counter – GDH-TPI coupled enzyme inhibition counter-screen; GDH-TPI coupled enzyme counterscreen, NADH absorbance; inhibition, % at 4.8 µM; AID 588335; 1.2% of 360,000 active; in the data active means inhibition above about 30%;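 further: 0% = DMSO wells and 100% = wells lacking the enzyme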
FBA Mtb inh – inhibits M. tuberculosis FBA enzyme | purified M. tuberculosis FBA, fluorescence read-out | AID 588726 | inhibition, % at 1 µM | 2.3% of 360,000 active | P9WQA3; in the data active means inhibition above about 27%;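 further: 0% = vehicle and 100% = reference inhibitor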
Rv3671c inh – inhibitors of M. tuberculosis serine protease Rv3671c; AID 2606; 0.048% of 320,000 active; inhibition, % at 5.96 µM; in the data active means inhibition above about 38%;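 further: extracellular domain of Rv3671c used as enzyme; 0% = enzyme with DMSO and 100% = no enzyme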
Target sequence (P9WHR9 whole entry, looked up, the tested form may be a part): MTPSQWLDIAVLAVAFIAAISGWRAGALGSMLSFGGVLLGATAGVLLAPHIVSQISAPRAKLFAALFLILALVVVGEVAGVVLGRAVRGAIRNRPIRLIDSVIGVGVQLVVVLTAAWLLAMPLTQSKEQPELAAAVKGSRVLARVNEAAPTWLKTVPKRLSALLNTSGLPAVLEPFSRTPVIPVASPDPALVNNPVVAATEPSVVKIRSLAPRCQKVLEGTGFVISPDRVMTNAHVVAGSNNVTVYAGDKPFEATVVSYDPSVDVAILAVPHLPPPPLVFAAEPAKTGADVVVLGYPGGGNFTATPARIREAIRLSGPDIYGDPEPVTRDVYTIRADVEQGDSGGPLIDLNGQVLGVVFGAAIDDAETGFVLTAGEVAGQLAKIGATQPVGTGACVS
MazF activator – increases E. coli MazEF RNase cleavage of RNA; P0AE70; FAM/BHQ RNA-DNA oligo cleavage fluorescence, 5 h; activation, % at 20 µM; 0.32% of 350,000 active; AID 504720; in the data active means activation above about 50%
Target sequence (P0AE70 whole entry, looked up): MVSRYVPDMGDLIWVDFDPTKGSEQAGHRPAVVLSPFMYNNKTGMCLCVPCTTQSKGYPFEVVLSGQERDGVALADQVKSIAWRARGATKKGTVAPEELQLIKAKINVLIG
BioA inh – BioA (M. tuberculosis) enzyme inhibition | purified M. tuberculosis BioA enzyme, plate reader | inhibition, % at 9.99 µM | 0.096% of 360,000 active; in the data active means inhibition above about 40%
PriA SSB inh – blocks PriA binding to SSB C-terminal tail | AlphaScreen SSBct-PriA binding, biotinylated peptide | inhibition, % at 33 µM | 0.6% of 430,000 active; in the data active means inhibition mostly above about 37%, no sharp cut-off; inactive means mostly below about 20%;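 further: plate controls were negative control peptide for no effect and reference peptide for full effect; strong numbers were not always called active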
VHR inh abs – inhibitors of human VHR1 phosphatase (DUSP3). P51452. inhibition, % at 13.3 µM. recombinant VHR phosphatase, pNPP absorbance. 0.52% of 290,000 active. AID 1654; in the data active means inhibition above about 50%; further: some compounds called inactive have numbers as strong as hits
Target sequence (P51452 whole entry, looked up): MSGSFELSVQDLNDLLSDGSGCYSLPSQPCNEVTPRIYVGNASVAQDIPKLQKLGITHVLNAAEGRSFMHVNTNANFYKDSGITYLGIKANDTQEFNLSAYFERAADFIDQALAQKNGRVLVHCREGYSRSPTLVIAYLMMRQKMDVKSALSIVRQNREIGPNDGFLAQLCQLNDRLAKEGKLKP
UGM FP inh – Mtb UDP-galactopyranose mutase inhibition | purified UGM, fluorescence polarization probe displacement | inhibition, % at 10 µM | 0.06% of 320,000 active | AID 504406; in the data active means inhibition above about 10%, passing the limit was not always enough
BH1578 lux ind – induces V. cholerae light production without autoinducers; activation, % at 18.7 µM; AID 588436; V. cholerae BH1578 lux reporter, luminescence, 6 h; 0.16% of 350,000 active; in the data active means activation mostly above about 9.7%, no sharp cut-off; further: not every result past the cut was called active; inactives centre near 0; reference of the scale not given here
Numbers without * were called inactive; i = inactive; x = not tested or not shown; + = active, no number.

The opening three compounds, ahead of the listing:
Value order – FBA Mtb inh | BH1578 lux ind | BioA inh | GDH-TPI counter | MazF activator | SARS 3CLpro inh | VHR inh abs | UGM FP inh | Rv3671c inh | PriA SSB inh
CCOc1nc(Nc2ccc(F)cc2)nc(N2CCN(c3ccc(OC)cc3)CC2)n1
    0 | i | 4.1 | 9 | 2 | 2 | 23 | -1.6 | -4 | -4
O=c1[nH]c2ccc(N/C(=N/S(=O)(=O)c3ccccc3)c3ccccc3)cc2[nH]1
    -3 | -0.3 | x | 4 | 0 | -4 | 19 | 0.0 | 4 | x
COc1ccc(OC)c(C2=C[N+](=O)C(C)(C)C(C)(C)N2[O-])c1
    1 | -0.3 | -0.6 | 14 | -2 | -4 | -11 | 0.0 | 3 | -8

Results, from the first entry:
Value order – FBA Mtb inh | BH1578 lux ind | BioA inh | GDH-TPI counter | MazF activator | SARS 3CLpro inh | VHR inh abs | UGM FP inh | Rv3671c inh | PriA SSB inh
CCOc1nc(Nc2ccc(F)cc2)nc(N2CCN(c3ccc(OC)cc3)CC2)n1
    0 | i | 4.1 | 9 | 2 | 2 | 23 | -1.6 | -4 | -4
O=c1[nH]c2ccc(N/C(=N/S(=O)(=O)c3ccccc3)c3ccccc3)cc2[nH]1
    -3 | -0.3 | x | 4 | 0 | -4 | 19 | 0.0 | 4 | x
COc1ccc(OC)c(C2=C[N+](=O)C(C)(C)C(C)(C)N2[O-])c1
    1 | -0.3 | -0.6 | 14 | -2 | -4 | -11 | 0.0 | 3 | -8
COc1ccc(-c2cc3ccc(O)cc3oc2=O)cc1
    + | -0.7 | 0.4 | 27 | 6 | -2 | 7 | 3.8 | 0 | -39
Nc1cccc(N2C(=O)c3cccc4c(N)ccc(c34)C2=O)c1
    -10 | -0.5 | -11 | 2 | i | -21 | 36 | 29* | 6 | 1
COc1ccc(CCNC(=O)c2ccc(Cl)nc2)cc1
    -2 | -0.2 | 7.1 | -2 | 5 | 1 | 17 | -3.2 | -2 | 2
O=c1[nH]c(N2CCN(Cc3ccc4c(c3)OCO4)CC2)nc2c1CCCC2
    3 | -1.0 | 71* | -2 | -16 | 5 | -2 | -1.3 | -7 | -3
COc1ccc(CN2CCC[C@]3(N[C@H](c4ccccc4)[C@@H]4C(=O)N(C)C(=O)[C@@H]43)C2=O)cc1
    -1 | -1.1 | -5.5 | 3 | 4 | x | x | x | x | x
CCNc1nc(Oc2ccc(=O)n(-c3ccccc3)n2)nc(N2CCOCC2)n1
    0 | i | 0.5 | 0 | 4 | 3 | 16 | -2.1 | -5 | -30
CN1CCc2nc(SCC(=O)Nc3ccc(Cl)cc3)c(C#N)cc2C1
    2 | -0.6 | 12 | 8 | 0 | 2 | x | 0.5 | -9 | 4
O=C(CN1CCN(c2ccccc2)CC1)Nc1ccc(Oc2ccccc2)cc1
    -4 | i | 0.0 | -4 | -5 | 3 | 6 | -3.4 | -4 | -13
Cc1ccc(Cn2ccc(NC(=O)c3cc(-c4ccc(F)cc4)on3)n2)cc1
    4 | -2.5 | x | -6 | -14 | -3 | 23 | -0.4 | 3 | -4
O=C(NC(Cc1c[nH]c2ccccc12)C(=O)Nc1ccc(OC(F)(F)F)cc1)c1cccs1 (configuration not stated)
    0 | -0.5 | -0.7 | 1 | 8 | 10 | -2 | -0.5 | 2 | 17
CN(Cc1ccco1)C(=O)c1c[nH]c2ccc(S(=O)(=O)Nc3ccc4c(c3)OCCO4)cc2c1=O
    -3 | i | x | 10 | 6 | 0 | -6 | 0.4 | -8 | 10
NC(=O)COC(=O)CCCSc1nc2ccccc2s1
    -2 | -0.2 | 0.9 | 1 | -1 | 0 | 21 | 1.9 | -1 | 7
Cc1ccc(-c2nnn(CC(=O)N(Cc3ccccc3)C(C(=O)NC3CCCC3)c3ccncc3)n2)o1 (configuration not stated)
    6 | -0.9 | -1.6 | 16 | -5 | 7 | 18 | x | 9 | -1
O=C(c1ccc(Cl)c(S(=O)(=O)N2CCCCC2)c1)N1CCCC(C(F)(F)F)C1 (configuration not stated)
    3 | -1.0 | 1.4 | 14 | -3 | x | x | -1.2 | 3 | -3
CCCCNC(=O)CSc1nc(O)c(Cc2ccc(OC)cc2)c(=O)[nH]1
    -5 | i | -0.6 | -2 | 1 | -2 | 13 | 1.5 | 5 | -10
Oc1ccc(NCc2cccs2)cc1
    -2 | i | -1.0 | 13 | -3 | 0 | -4 | -0.3 | -4 | 14
Cc1cc(NC(=O)c2cccc(S(=O)(=O)N3CCC(C)CC3)c2)no1
    -6 | 0.4 | 3.7 | -2 | 8 | 2 | 14 | 0.8 | -3 | -3
CCOC(=O)Cc1csc(NC(=O)Cn2c(=O)oc3ccccc32)n1
    3 | 2.8 | 0.6 | -2 | -17 | 3 | 2 | 1.9 | -6 | 1
C=CCc1cccc(Cl)c1OCCCNC1CCCC1
    2 | -0.3 | -2.2 | -5 | 7 | 2 | 11 | 2.4 | 7 | -4
CCCSc1nc2sc3c(c2c(=O)[nH]1)CCN(Cc1ccccc1)C3
    86* | i | 3.8 | 8 | -54 | 7 | -17 | -1.6 | -9 | 1
Cn1cnnc1SCC(=O)NNC(=O)c1ccc(Cl)cc1
    -1 | -0.2 | x | 4 | 4 | -3 | -11 | 1.2 | -5 | -6
CC12CN3CC(C)(CN(C1)C3c1ccc3ccccc3c1O)C2=O (configuration not stated)
    -1 | 0.2 | -2.3 | -3 | 1 | 5 | 18 | 3.2 | 0 | -3
C=CCN1c2ccccc2[C@]23C[C@@H](C(=O)OC)N(C(=O)OCC)C2=NC(C(=O)OC)=C(C(=O)OC)[C@H]13
    2 | -0.3 | 0.3 | 2 | 1 | x | x | 0.1 | 7 | -11
COc1ccc(NC2CCCN(C(=O)c3ccc(C)c(N4CCNC4=O)c3)C2)cc1 (configuration not stated)
    -4 | -0.5 | 5.5 | 0 | 0 | 4 | 18 | 1.8 | 5 | -6
O=C(CSC1c2ccccc2-c2ccccc21)N/N=C/c1ccccc1C(=O)O
    -3 | -0.1 | x | 2 | -8 | 3 | 10 | 6.2 | -5 | x
COc1ccc(/C=N/NC(=O)C(=O)NCC2CCCO2)cc1 (configuration not stated)
    0 | -0.6 | -0.6 | 17 | 5 | -4 | -13 | -1.7 | -10 | x
COc1ccc(C)cc1NC(=O)NNC(=O)C1CCC(C(C)(C)C)CC1 (configuration not stated)
    -2 | -0.4 | 3.0 | -3 | 0 | 4 | 29 | -1.2 | -3 | 2
Cc1ccc(S(=O)(=O)NCc2ccccc2)cc1C(=O)NC1CCC(C)CC1 (configuration not stated)
    1 | -0.4 | -1.0 | -10 | -7 | 2 | 10 | -2.4 | -4 | -6
CCN(CC)Cc1ccccc1CNC(=O)c1cccc(S(=O)(=O)Nc2ccc3c(c2)OCO3)c1
    3 | i | 0.7 | -1 | 4 | x | x | 1.5 | -1 | 17
COc1ccccc1-c1nc(-c2ccc(Br)o2)no1
    8 | -0.2 | -0.9 | 4 | 10 | -1 | -17 | 3.4 | -2 | -23
Cn1c(C(=O)N2CCCC(C(=O)NCCc3ccccc3)C2)cc2sccc21 (configuration not stated)
    5 | -0.9 | x | 11 | -2 | -2 | -3 | -0.8 | 1 | -3
CCCCS(=O)c1c(O)c2ccccc2[nH]c1=O (configuration not stated)
    15 | i | x | 10 | 1 | -1 | -8 | -2.4 | 7 | -1
O=C(/C=C/c1ccco1)Nc1cccnc1
    -1 | -0.2 | x | 21 | 2 | 5 | 9 | 0.9 | 2 | -3
COC(=O)CCC(=O)OC1(C)C(=O)C2=CN(CCCCO)C(c3ccc(OC)cc3)=CC2=C(Br)C1=O (configuration not stated)
    x | x | x | x | x | -3 | -7 | 3.1 | -22 | x
Cc1nnc(SC(C)C)n(N)c1=O
    -3 | -0.2 | -2.0 | 13 | 4 | -1 | 33 | -0.4 | -9 | -2
CC(Sc1nc2sccc2c(=O)n1-c1ccccc1)C(N)=O (configuration not stated)
    -2 | -0.2 | x | 0 | 4 | -9 | 7 | 2.3 | -4 | -5
CCCC(=O)OCCNC(=O)c1cc2ccccc2oc1=O
    16 | 1.0 | -0.4 | 22 | 5 | 3 | 3 | -2.8 | -4 | -2
CC(C)C1C(=O)N(Cc2cn(CCC3OCCCO3)nn2)CCS(=O)(=O)N1Cc1ccc(-c2cccc(N(C)C)c2)cc1 (configuration not stated)
    4 | -0.5 | -1.1 | -11 | 0 | x | x | x | x | x
CCCCC1C2C(=O)N(c3ccccc3)C(=O)C2ON1c1ccccc1 (configuration not stated)
    3 | i | 0.3 | 7 | 3 | 3 | 32 | -6.1 | 12 | -22
CC(C)N=C(NC#N)SCc1ccc(Br)cc1
    -7 | 30* | -4.0 | 3 | 7 | 2 | 23 | -2.7 | 5 | 2
COC12CCC3(CC1C(C)(O)C(C)(C)C)[C@H]1Cc4ccc(O)c5c4[C@@]3(CCN1CC1CC1)C2O5 (some centres not stated)
    4 | -0.5 | 2.3 | 2 | 4 | x | x | x | 1 | -1
CCN1C(=O)[C@H]2[C@H]3CN=C(SCc4ccc(C#N)cc4)N3[C@@](Cc3ccccc3)(C(=O)OC)[C@H]2C1=O
    0 | i | 0.0 | 5 | 9 | x | x | x | x | -7
COc1ccc(CCC(=O)Nc2ccc(Cl)c(S(=O)(=O)N3CCOCC3)c2)cc1OC
    0 | -0.3 | 5.3 | 6 | 4 | x | x | x | x | -13
Cc1ccccc1C(=O)NCCCCc1ccccc1
    1 | 2.0 | -0.5 | -5 | -3 | 6 | -7 | -0.5 | 6 | -14
COc1cccc(C2(CSc3nnc(-c4cc(OC)c(OC)c(OC)c4)o3)OCCO2)c1
    -2 | -0.5 | 1.3 | 1 | 4 | 0 | 19 | -2.9 | -1 | -1
Cc1ccc(-n2nc3c(c2NC(=O)c2cccs2)CS(=O)(=O)C3)c(C)c1
    -1 | -0.2 | 0.9 | 2 | 7 | 0 | -13 | -2.1 | 8 | -8
CN(C)c1nnnn1-c1ccc(Cl)cc1Cl
    1 | -0.2 | x | 1 | 5 | 1 | 14 | 1.4 | -3 | -7
COC(=O)c1c(C)cc(O)cc1O
    0 | -0.2 | -0.9 | 3 | 4 | x | x | -0.4 | 6 | -3
CC1(C(=O)NS(=O)(=O)c2cccs2)CCN1C(=O)CC1CC1 (configuration not stated)
    0 | -0.1 | -2.3 | 4 | x | x | x | x | x | x
O=C(NCC1CCCO1)c1cccnc1NCc1ccc(F)cc1 (configuration not stated)
    11 | -2.2 | -0.3 | 9 | 3 | -3 | 4 | -0.4 | 4 | -5
COc1ccc(Nc2nc(C)cc(C)c2C#N)cc1
    1 | i | -0.8 | 12 | -14 | 7 | -11 | -2.2 | -2 | -25
O=C(NC(CC(=O)N1CCCC(C(F)(F)F)C1)c1ccccc1)c1ccccc1Cl (configuration not stated)
    -1 | -0.1 | 1.2 | 2 | -7 | 0 | 1 | -0.2 | 2 | -11
O=c1onc(-c2ccccc2)c2ccccc12
    2 | 8.2 | 2.6 | 2 | 3 | x | x | -0.7 | -4 | -5
O=C1Nc2ccccc2/C1=N\N1CCOCC1
    -1 | i | -1.0 | 17 | -6 | 0 | 9 | 5.1 | 6 | x
O=C1NC(=O)C(=Cc2ccco2)C(=O)N1
    1 | 1.0 | -2.8 | 0 | -24 | x | x | x | x | 5
CCn1c(SCc2ccccc2Cl)nc2nc3c(cc2c1=O)CCCC3
    28* | -0.4 | -1.2 | 3 | -4 | 7 | -3 | x | x | -15
Cc1ccc(CSCC(=O)Nc2ccc(F)cc2)cc1
    -3 | -0.8 | 0.7 | 7 | 6 | 5 | -4 | 0.6 | -11 | -19
O=c1[nH]nc(-c2ccc(OCc3ccc(Cl)cc3Cl)cc2)o1
    0 | 0.9 | 12 | -4 | -14 | 0 | 20 | -1.6 | 0 | -10

This is a subset (hit frequency here may not be typical).
